NCI-60 one-dose screen, 48 h, at 10 µM unless noted. Numbers give growth in % (100 = growth as untreated, 0 = no growth, -100 = all killed).
NCI-H460: NCI-H460 lung cancer; 82,000 compounds, 6.8% hits
NCI-H23: NCI-H23 lung cancer; AID 1794731; 80,000 compounds, 4% hits
NCI-H226: NCI-H226 lung cancer | 79,000 compounds, 3.5% hits
NCI-H322M: NCI-H322M lung cancer; 80,000 compounds, 2.7% hits
COLO 205: COLO 205 colon cancer; 79,000 compounds, 7.3% hits; AID 1794742
HCT-15: HCT-15 colon cancer. 82,000 compounds, 5.2% hits
HCT-116: HCT-116 colon cancer; 82,000 compounds, 7.3% hits
NCI/ADR-RES: NCI/ADR-RES ovarian cells. 81,000 compounds, 4.4% hits. AID 1794790
NCI-H522: NCI-H522 lung cancer. AID 1794739. 78,000 compounds, 8% hits
* = called active by the depositor; . = no result given; & = joins results of further samples. Rule for the calls: active = growth percent below 10; inactive = the rest.

(1) COc1cc2c(cc1OC)[C@H](C(=O)O)C(c1ccc3c(c1)OCO3)N(C)C2=O (stereo not given in full)
(2) CCCCC1COc2cccc3c(SCC(=O)N4CCCc5ccccc54)cc[n+]1c23 (stereo not given)
(3) CSc1nnc(-c2cc3c([nH]c4ccccc43)c(-c3cccc(O)c3)n2)n1-c1ccccc1
(4) Cc1ccccc1N1C(=O)C2CC=CCC2C1=O (stereo not given)
(5) CC1(C)OC2OC(COC(=O)c3ccccc3)C(O)C2O1 (stereo not given)
(6) O=C(O)c1ccc(Nc2ncnc3c2cnn3-c2cccc(F)c2)cc1
(7) COC(=O)Cc1ccccc1C(=O)OC
(8) CC1=C(C(=O)Nc2ccc(Cl)cc2)C(c2ccc3c(c2)OCO3)NC(=S)N1 (stereo not given)
Compound	1	2	3	4	5	6	7	8
NCI-H460	104	113	12	105	110&114	102	110	104
NCI-H23	99	106	55	101	105&97	103	111	99
NCI-H226	94	103	52	92	107&103	107	102	93
NCI-H322M	108	103	43	97	92&99	102	107	94
COLO 205	117	110	85	.	108&41	114	96	121
HCT-15	95	101	27	102	108&101	105	108	100
HCT-116	110	113	18	102	104&98	101	.	92
NCI/ADR-RES	109	111	57	105	106&98	105	116	100
NCI-H522	92	88	-15*	94	105	97	99	99

(9) COc1ccc2c(c1)O/C(=C\c1ccc(O)cc1)C2=O
(10) N#C/C(=C\c1ccc2c(c1)CCC2)C(N)=O
(11) C=CCn1cnc2c(=S)nc[nH]c21
(12) CC1=NC(C(=O)O)CC1C (stereo not given)
(13) CSc1nn(-c2nc(-c3cccs3)c(C#N)c(=O)[nH]2)c(N)c1C#N
(14) O=[N+]([O-])c1ccc(N/N=C\c2ccccc2[N+](=O)[O-])nc1
(15) O=C(CSc1nc2ccccc2c(=O)n1Cc1ccccc1)Nc1ccc(S(=O)(=O)Nc2ccc(Cl)nn2)cc1
(16) O=C1/C(=C\c2cccc(OCc3ccc(Br)cc3)c2)N=C2SCCCN12
Compound	9	10	11	12	13	14	15	16
NCI-H460	100	111	109	113	115	101	112	96
NCI-H23	100	107	106	106	97	98	99	92
NCI-H226	96	112	146	100	102	106	88	95
NCI-H322M	94	99	113	107	96	105	99	107
COLO 205	105	111	102	115	108	133	126	93
HCT-15	97	98	112	107	95	100	106	87
HCT-116	102	108	102	104	95	102	106	89
NCI/ADR-RES	103	109	118	114	100	108	103	102
NCI-H522	74	99	95	119	94	97	93	70

(17) c1cc2ccc3cc2cc1CNCCSCCNCc1ccc2ccc(cc2c1)CNCCSCCNC3
(18) O=c1[nH]c(=S)[nH]cc1-c1ccc(Cl)c(Cl)c1
(19) Nc1ccc2c(c1Cl)C(=O)c1ccc(N)c(Cl)c1C2=O
(20) Fc1ccc(-c2nc(-c3nc4ncccc4[nH]3)cc3c2[nH]c2ccccc23)cc1F
(21) O=C(O)c1ccccc1Sc1ccc([N+](=O)[O-])cn1
(22) COc1cc(CNC(=O)Cc2ccccc2[N+](=O)[O-])ccc1OCC(=O)NO
(23) COc1cc(C=O)ccc1Oc1nc(Nc2ccc(F)cc2)nc(N(C)C)n1
(24) CSc1cc(=O)[nH]cn1
Compound	17	18	19	20	21	22	23	24
NCI-H460	100	98	109	91	109	114	52&80	108
NCI-H23	104	91	80	67	100	102	66&60	99
NCI-H226	81	95	81	88	106	100	82&75	98
NCI-H322M	93	86	85	65	101	107	79&97	107
COLO 205	108	140	100	97	109	104	103&110	94
HCT-15	82	90	90	55	104	105	19&88	105
HCT-116	84	101	90	30	97	107	20&65	88
NCI/ADR-RES	107	101	96	61	100	106	54&82	102
NCI-H522	103	92	99	58	110	102	82&89	79

Of the compounds above, 3 have two or more sulfur atoms.
(13) CSc1nn(-c2nc(-c3cccs3)c(C#N)c(=O)[nH]2)c(N)c1C#N
(15) O=C(CSc1nc2ccccc2c(=O)n1Cc1ccccc1)Nc1ccc(S(=O)(=O)Nc2ccc(Cl)nn2)cc1
(17) c1cc2ccc3cc2cc1CNCCSCCNCc1ccc2ccc(cc2c1)CNCCSCCNC3
Compound	13	15	17
NCI-H460	115	112	100
NCI-H23	97	99	104
NCI-H226	102	88	81
NCI-H322M	96	99	93
COLO 205	108	126	108
HCT-15	95	106	82
HCT-116	95	106	84
NCI/ADR-RES	100	103	107
NCI-H522	94	93	103

Additional results.
(25) c1ccc2c(c1)C[C@@H]1OC(C3(C4=N[C@@H]5c6ccccc6C[C@@H]5O4)CC3)=N[C@H]21
(26) OCc1ccccc1CC(O)C(O)c1ccccc1 (stereo not given)
(27) CN(C)CC/C=C1\c2ccccc2CSc2ccccc21
(28) O=C(Nc1cccc2ccccc12)c1cc2c(cc1Br)OCO2
(29) O=C(N/N=C\c1cc(Cl)ccc1O)c1ccncc1
(30) COc1ccc(-c2nc(SCC(=O)Nc3nc(-c4ccc(Cl)cc4)cs3)[nH]c(=O)c2C#N)cc1
(31) NC[C@H]1O[C@@H](O[C@H]([C@H]2O[C@@H](n3ccc(=O)[nH]c3=O)[C@H](O)[C@@H]2O)[C@H](NCCCC(=O)NCc2ccc(N3CCC(Oc4ccc(OC(F)(F)F)cc4)CC3)cc2)C(N)=O)[C@H](O)[C@@H]1O
(32) O=C(c1cccs1)c1ccccc1Cc1cccs1
Compound	25	26	27	28	29	30	31	32
NCI-H460	99	102	108	93	25	99	95	117
NCI-H23	96	100	110	89	46	86	103	95
NCI-H226	98	107	99	81	32	89	85	111
NCI-H322M	98	99	117	98	59	89	108	111
COLO 205	98	115	96	76	24	108	103	118
HCT-15	95	99	101	104	26	90	101	100
HCT-116	94	100	101	236	25	86	94	101
NCI/ADR-RES	96	103	103	92	27	100	98	99
NCI-H522	99	97	92	103	12	88	90	83

(33) O=C(Nc1ccc(C(F)(F)F)cc1)Nc1ncccc1OCc1ccccc1
(34) Nc1nnc(-c2c[nH]c3ccc(F)cc23)c(-c2c[nH]c3ncccc23)n1
(35) N#CN1C2CCC1CC(O)(c1ccccc1)C2 (stereo not given)
(36) O=C(NNc1nc2c(F)cccc2n2cccc12)c1cnccn1
(37) Cn1cccc1-c1cc(-c2ccc(Br)cc2)n(N=O)c(=O)c1C#N
(38) Cc1cc(=O)oc2cc(Oc3nc(Br)cn4c(Br)cnc34)ccc12
(39) C[C@]1(CO)O[C@@H](n2cc(F)c(N)nc2=O)[C@H](O)[C@@H]1OCc1ccccc1
(40) CCCCCOC(=O)N1CCCC1
Compound	33	34	35	36	37	38	39	40
NCI-H460	71	50	105	12	111	74	113	117
NCI-H23	56	87	109	25	92	64	93	106
NCI-H226	91	58	94	32	104	54	98	123
NCI-H322M	82	61	101	25	89	77	98	125
COLO 205	.	72	126	-4.0*	121	113	117	96
HCT-15	65	69	93	26	103	96	102	125
HCT-116	48	25	101	12	93	56	98	105
NCI/ADR-RES	88	101	107	3.1*	92	58	106	115
NCI-H522	54	53	.	2.2*	80	55	93	107

(41) CS(=O)(=O)NC(c1ccccc1)c1ccccc1
(42) COc1ccc(-c2nc(-c3nc4ncccc4[nH]3)cc3c2[nH]c2ccccc23)cc1
(43) O=C1c2cc(F)ccc2Oc2cc([N+](=O)[O-])ccc2N1c1ccc(Br)cc1F
(44) CCN(CC)CCNC(=O)c1ccc(NCN2C(=O)NC(c3ccccc3)(c3ccccc3)C2=O)cc1
(45) CC(=O)NC1C(Nc2ccc(S(=O)(=O)Nc3ccnn3-c3ccccc3)cc2)OC(CO)C(O)C1O (stereo not given)
(46) O=C1CCCC(C(=O)NCc2ccc(Cl)cc2Cl)N1 (stereo not given)
(47) CC/C(=C(\c1ccc(OCCN2CCCCCC2)cc1)c1ccc(OC(=O)C2CCCCC2)cc1)c1ccccc1
(48) COc1ccc2cc(C(C)c3nnc(N)o3)ccc2c1 (stereo not given)
Compound	41	42	43	44	45	46	47	48
NCI-H460	103	80	92	114&101	.	107	104	96
NCI-H23	97	64	88	103&97	97	109	96	98
NCI-H226	104	83	.	100&96	111	.	101	109
NCI-H322M	99	90	91	106&112	107	104	71	112
COLO 205	111	101	97	103&124	122	109	110	111
HCT-15	102	42	80	105&113	97	110	107	88
HCT-116	96	41	68	95&104	102	98	97	69
NCI/ADR-RES	105	57	96	111&107	101	108	98	93
NCI-H522	97	36	61	106&108	92	76	90	36

(49) CCN1CCN(c2ccc(NC(=O)Nc3ccc4c(c3F)CCN4c3ccnc(C(=O)NC)c3)cc2C(F)(F)F)CC1
(50) COc1ccc2[nH]c(O)c(N=NC(=O)c3ccc4nc(-c5ccccc5)[nH]c4c3)c2c1
(51) Cc1ccc(S(=O)(=O)CC(=O)c2cc3cc(Br)ccc3oc2=O)cc1
(52) O=C(c1ccc(Br)cc1)[C@@H]1[C@@H]2CCCN2[C@]2(C(=O)Nc3ccccc32)[C@H]1c1ccc(O)cc1
(53) Fc1cccc(-c2ccc(F)cc2F)c1
(54) CCCCCCCCCCCCCCNC1=CC(=O)c2c(C(=O)OC)c(C)nc(C)c2C1=O
(55) CCCn1cnc2c(c1=N)C(c1ccc(OC)cc1)c1sc3c(C)cccc3c1O2 (stereo not given)
(56) NS(=O)(=O)c1ccc(Nc2ccnc(SCC(=O)c3ccc(Cl)cc3)n2)cc1
Compound	49	50	51	52	53	54	55	56
NCI-H460	-88*	104	99	98	105	50	6.2*	108
NCI-H23	-79*	116	98	108	104	80	23	96
NCI-H226	95	112	.	98	104	76	64	95
NCI-H322M	91	118	94	99	109	90	45	112
COLO 205	120	112	.	105	110	63	7.7*	112
HCT-15	-91*	111	94	89	101	54	15	107
HCT-116	-97*	107	95	90	103	58	6.3*	97
NCI/ADR-RES	-68*	115	97	94	109	88	7.3*	105
NCI-H522	110	101	88	96	97	77	-3.8*	85

Random excerpt: 6 entries already listed
(56) NS(=O)(=O)c1ccc(Nc2ccnc(SCC(=O)c3ccc(Cl)cc3)n2)cc1
(33) O=C(Nc1ccc(C(F)(F)F)cc1)Nc1ncccc1OCc1ccccc1
(6) O=C(O)c1ccc(Nc2ncnc3c2cnn3-c2cccc(F)c2)cc1
(45) CC(=O)NC1C(Nc2ccc(S(=O)(=O)Nc3ccnn3-c3ccccc3)cc2)OC(CO)C(O)C1O (stereo not given)
(55) CCCn1cnc2c(c1=N)C(c1ccc(OC)cc1)c1sc3c(C)cccc3c1O2 (stereo not given)
(20) Fc1ccc(-c2nc(-c3nc4ncccc4[nH]3)cc3c2[nH]c2ccccc23)cc1F
Compound	56	33	6	45	55	20
NCI-H460	108	71	102	.	6.2*	91
NCI-H23	96	56	103	97	23	67
NCI-H226	95	91	107	111	64	88
NCI-H322M	112	82	102	107	45	65
COLO 205	112	.	114	122	7.7*	97
HCT-15	107	65	105	97	15	55
HCT-116	97	48	101	102	6.3*	30
NCI/ADR-RES	105	88	105	101	7.3*	61
NCI-H522	85	54	97	92	-3.8*	58

Back to the main list with the 2 entries that preceded the break.
(55) CCCn1cnc2c(c1=N)C(c1ccc(OC)cc1)c1sc3c(C)cccc3c1O2 (stereo not given)
(56) NS(=O)(=O)c1ccc(Nc2ccnc(SCC(=O)c3ccc(Cl)cc3)n2)cc1
(57) CCOC(=O)/C=C1\S/C(=N\Nc2cc(=O)[nH]c3ccc(Br)cc23)N(Cc2ccccc2)C1=O
(58) O=C1Nc2ccccc2/C1=C\c1nc(-c2ccc(F)cc2)n2ccccc12
(59) CCOC(=O)c1ccc(OCC)cc1O
(60) Cc1nc(C)c(C(=O)NNC(=O)C[n+]2ccccc2)cc1C(=O)NNC(=O)C[n+]1ccccc1
(61) COc1ccc(Nc2cc(N)nc(N)n2)cc1
(62) Cc1cc(C)n2nc(SCC(=O)Nc3sc4c(c3C(N)=O)CCC4)nc2n1
(63) O=C(N=Nc1c(O)[nH]c2ccc(Cl)cc12)c1cc(-c2ccccc2)on1
(64) CCC/C=C(\C#N)C(=O)O
Compound	55	56	57	58	59	60	61	62	63	64
NCI-H460	6.2*	108	101	91	105	109	105	116	103	108
NCI-H23	23	96	90	95	107	98	101	101	107	112
NCI-H226	64	95	88	108	102	105	97	87	99	109
NCI-H322M	45	112	94	99	105	110	104	100	101	109
COLO 205	7.7*	112	105	109	102	107	106	118	116	115
HCT-15	15	107	90	83	111	102	102	108	103	98
HCT-116	6.3*	97	86	80	106	97	103	97	101	106
NCI/ADR-RES	7.3*	105	98	88	107	103	104	102	103	112
NCI-H522	-3.8*	85	88	96	100	92	94	94	89	89

(65) C=C(C)[C@@H]1CC[C@]2(C)[C@H](CC(=O)[C@@H]3[C@@H]4CC(C)(C)CC[C@]4(C(=O)OC)CC[C@]32C)[C@@]1(C)CCC(=O)OC
(66) O=C1/C(=C\c2cccn2C(=O)c2ccc(Cl)s2)c2ccccc2N1c1c(Cl)cccc1Cl
(67) O=C(Cn1cc(COc2ncnc3c2cnn3-c2ccccc2)nn1)Nc1ccccn1
(68) COc1cc(C2=Nc3c(N)ncnc3NC(c3cccc(Nc4ccnc5cc(Cl)ccc45)c3)C2)cc(OC)c1OC (stereo not given)
Compound	65	66	67	68
NCI-H460	92	98	101	94
NCI-H23	86	85	97	90
NCI-H226	89	81	.	75
NCI-H322M	105	86	94	87
COLO 205	116	82	.	97
HCT-15	65	63	101	93
HCT-116	61	66	98	76
NCI/ADR-RES	78	89	91	96
NCI-H522	66	55	88	86

Screens as filed in PubChem.

This is a random part of the collection. Share with any hit: about 13%.
